# RSV CPE inhibition: inhibition of RSV-induced cytopathic effect – HEp-2 cells, primary 10 µM value included (AID 2391) | one-dose CPE inhibition, % at 10 µM; IC50 in µM for titrated hits | HEp-2 cells, RSV-induced CPE inhibition; higher % means a stronger effect | hit rate 0.13% among 310,000; in the data active means a potency from the dose series; inconclusive means CPE inhibition mostly from about 23% at the one dose, without a potency; inactive means the rest, 99 in 100 with CPE inhibition below about 21%; further: strong numbers were not always called active
# HIV peptide binding: inhibitors of HIV fusion peptide binding, primary screen, biochemical, uHTS, fluorescence dequenching (AID 1986) | cell-free peptide binding, fluorescence dequenching, 30 min; higher % means a stronger effect | inhibition, % at 20 µM; hits with a dose series show IC50 in µM | hit rate 0.3% among 290,000; in the data active means inhibition mostly above about 52%, no sharp cut-off; inactive means mostly below about 76%; further: some results filed as inactive read as strong as hits
# SIAH1 antagonists: blockers of Siah-1 interaction with plectin peptide – biochemical, fluorescence polarization, rhodamine-plectin, uHTS, primary screen (AID 1817) | hit rate 0.02% among 290,000 | Siah-1 / rhodamine-plectin peptide fluorescence polarization; higher % means a stronger effect | displacement, % at 20 µM, or IC50 in µM where a hit was titrated;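 active means displacement of at least 50% at 20 µM, with a fluorescence ratio check between 0.3 and a set limit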;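 further: plate controls were Siah plus tracer with DMSO for no effect and tracer alone without Siah for full effect; strong numbers were not always called active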
# AID2073: disruptors of CaV2.2 binding to Mint1 – biochemical, HTRF (AID 2073); HTRF protein-protein interaction, Mint1-CaV2.2; higher % means a stronger effect; inhibition, % at 20 µM; hits with a dose series show IC50 in µM; hit rate 0.19% among 290,000; in the data active means inhibition mostly above about 51%, no sharp cut-off; inconclusive means no clear call, values can overlap the other calls; inactive means mostly below about 53%; further: some results filed as inactive read as strong as hits
# SV40 large T antigen: SV40 large T antigen inhibitors, biochemical (AID 1903); SV40 large T antigen ATPase/helicase inhibition assay; higher % means a stronger effect; inhibition, % at 20 µM; hits with a dose series show IC50 in µM; hit rate 0.39% among 310,000; in the data active means a potency from the dose series; inconclusive means inhibition mostly from about 32% at the one dose, without a potency; inactive means the rest, 99 in 100 with inhibition below about 32%; further: strong numbers were not always called active
# LYP phosphatase: inhibitors of LYP phosphatase, biochemical, fluorescence intensity, uHTS (AID 1779). inhibition, % at 11.5 µM, or IC50 in µM where a hit was titrated. recombinant LYP phosphatase, fluorescence intensity; higher % means a stronger effect. hit rate 0.054% among 290,000; in the data active means inhibition above about 50%;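 further: plate controls were vehicle with enzyme for no effect and no enzyme for full effect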
# MgcRacGAP inhibition: MgcRacGAP GTPase-activating activity inhibitors, confirmation, biochemical, ADP Hunter fluorescence; MgcRacGAP-stimulated Rac1 GTP hydrolysis, ADP Hunter fluorescence; higher % means a stronger effect; GST-tagged Rac1 F28L mutant substrate; inhibition, % at 30 µM; hits with a dose series show IC50 in µM; hit rate 0.6% among 340,000;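 active means first-screen hits whose inhibition reached a set limit at any dose in the follow-up dose series; inconclusive means inhibition above the set first-screen limit but never retested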;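 further: fluorescence reports GDP produced by GAP-driven GTP hydrolysis; strong numbers were not always called active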
# XIAP antagonists: small molecules displacing peptide from XIAP – biochemical, IAP family, fluorescence polarization (AID 1018); XIAP BIR domain, fluorescence polarization peptide displacement; higher % means a stronger effect; displacement, % at 20 µM, or IC50 in µM where a hit was titrated; hit rate 0.007% among 200,000; in the data active means displacement above about 50%; further: a part of the inactive calls stands beside numbers as strong as those of hits
# NS5 inhibitors: Dengue-2 NS5 methyltransferase inhibitors, primary screen, biochemical, confirmation dose response (AID 588689) | Dengue-2 NS5 methyltransferase capping enzyme assay, biochemical; higher % means a stronger effect | one-dose inhibition, % at 25 µM; IC50 in µM for titrated hits | hit rate 0.3% among 340,000; in the data active means a potency from the dose series; inconclusive means inhibition above about 29% without an active follow-up result
# An asterisk follows results filed as active; u = inconclusive; x = no result given.
SMILES,RSV CPE inhibition,HIV peptide binding,SIAH1 antagonists,AID2073,SV40 large T antigen,LYP phosphatase,MgcRacGAP inhibition,XIAP antagonists,NS5 inhibitors
N#Cc1ccc(C(=O)Nc2cccc(NC(=O)c3ccco3)c2)c(F)c1,1.0%,1.0%,-4%,-5%,1%,-7%,9%,0.1%,-6%
CCC(=O)N1CCCc2cc(S(=O)(=O)N3CCCc4ccccc43)ccc21,8.0%,-0.8%,-4%,2%,11%,-4%,7%,-2.0%,-5%
Cc1ccc(CN2CCN(C3CCCC3)C(CCO)C2)s1 (stereo not drawn),-1.2%,-0.5%,-1%,u,-2%,-7%,7%,-8.1%,-8%
O=c1c2ccccc2c(C=Nc2cccc(S(=O)(=O)NC3=NCCCCC3)c2)c(O)n1Cc1ccccc1,7.3%,-1.7%,-2%,18%,21%,-2%,11%,x,-1%
C=C(C)C(=O)Nc1cccc(C2=NOC3(C2)C[C@H](C(N)=O)N(C(=O)c2ccccc2C(=O)c2ccccc2)C3)c1 (stereo partly drawn),1.5%,1.9%,-2%,40%,5%,-2%,-2%,x,-12%
Cc1c(C(=O)NC(=S)NCc2cccnc2)oc2ccccc12,4.2%,1.9%,-2%,-4%,4%,-5%,-9%,-4.2%,-1%
COc1ccc(NC(=O)NCCc2c[nH]c3ccccc23)c(OC)c1,4.8%,-0.6%,0%,3%,1%,-2%,5%,x,-9%
CCCCNC(=O)CSc1nc2cc(OC)c(OC)cc2c(=O)n1Cc1ccc(OC)cc1,1.1%,0.4%,5%,15%,-1%,0%,7%,-2.1%,-4%
CCCc1[nH]nc2c1C(C1CC=CCC1)C(C#N)=C(N)O2 (stereo not drawn),1.5%,-0.2%,5%,6%,11%,-1%,1%,0.6%,0%
O=C(/C=C/Sc1ncn[nH]1)c1ccc(Cl)cc1,-4.2%,1.8%,-1%,-70%,23%,0%,17%,-1.5%,-51%
CCN=C1SC(C(N)=O)CC(=O)N1CC (stereo not drawn),1.1%,1.0%,1%,2%,11%,3%,6%,-3.0%,-6%
Cc1ccc(C)c(S(=O)(=O)N2CCN(C(=O)CCc3nc4ccccc4c(=O)[nH]3)CC2)c1,0.8%,x,x,x,16%,x,0%,x,1%
CCN1CCN(S(=O)(=O)c2cccc(S(=O)(=O)N3CCOCC3)c2)CC1,-0.7%,-0.2%,-2%,5%,x,0%,9%,-1.2%,6%
COc1cccc(Nc2nc(-c3cccc(N4C(=O)c5ccccc5C4=O)c3)cs2)c1,11%,1.0%,4%,-6%,1%,0%,6%,-0.6%,-2%
Cc1ccc(N(C)C(=O)n2cnc3ccccc32)cc1,2.1%,-2.9%,1%,-12%,-2%,-6%,5%,-26%,1%
CC(OC(=O)c1cccc(S(=O)(=O)N2CCCCC2)c1)C(=O)NC1CCCCC1C (stereo not drawn),2.2%,2.6%,4%,-1%,25%,-8%,4%,x,-6%
O=C(COC(=O)C(Cc1ccccc1)NC(=O)c1ccc(Cl)cc1)c1ccc(Cl)cc1 (stereo not drawn),1.1%,3.0%,13%,9%,7%,7%,2%,-0.7%,-2%
O=C(CNS(=O)(=O)c1ccc(Br)s1)N1CCCC1,1.0%,2.5%,3%,4%,3%,1%,10%,-4.0%,-5%
CN(CC(=O)O)S(=O)(=O)c1ccc2c(c1)n(C)c(=O)c(=O)n2C,2.4%,-0.4%,-6%,14%,8%,-5%,2%,-3.1%,4%
CC(C)C[C@H](NC(=O)c1nc[nH]c1C(=O)NCC(=O)OC(C)(C)C)C(=O)OCc1ccccc1,4.5%,0.6%,3%,u,-3%,12%,1%,x,-9%
CCSC1=N/C(=C/c2ccsc2)C(=O)N1c1ccccc1,5.3%,0.9%,8%,2%,5%,0%,9%,-0.8%,0%
COc1ccc(CN2CCN(Cc3ccccc3)C(CCO)C2)cc1OC (stereo not drawn),-0.2%,-1.0%,-1%,-4%,0%,-2%,4%,-3.7%,3%
CCN1CCN(S(=O)(=O)c2ccc(OC)c3ccccc23)CC1,-1.1%,0.4%,-4%,8%,7%,-6%,6%,x,-3%
CC(C)(C)NS(=O)(=O)c1ccc2nc(NC(=O)Cc3cccs3)sc2c1,2.9%,4.2%,2%,5%,9%,9%,4%,-7.2%,-2%
Nc1ccc2nc(SCC(=O)c3ccccc3)sc2c1,0.9%,-1.0%,5%,-11%,12%,-10%,16%,x,x
COCCNC(=O)c1cccc(NC(=O)C2=C(C)OCCS2)c1,-0.8%,-0.6%,-6%,7%,-2%,-7%,13%,x,3%
O=C(COc1ccc(Cl)cc1)NCCCNC(=O)c1cccnc1,-1.3%,2.2%,-3%,0%,8%,-15%,7%,x,-6%
O=C(CN1C(=O)S/C(=C\c2ccccc2F)C1=O)NC1C=CS(=O)(=O)C1 (stereo not drawn),0.8%,-4.5%,5%,3%,7%,-7%,-1%,x,0%
O=C(CN1C(=O)CCSc2ccc(S(=O)(=O)N3CCCC3)cc21)NCc1ccccc1Cl,x,1.1%,13%,-2%,7%,-4%,5%,x,4%
O=C(CCN1C(=O)/C(=C/c2ccc3c(c2)OCO3)SC1=S)NNC(=O)c1cccnc1,21%,5.4%,43%,24%,0%,-4%,4%,-2.9%,u
CCOC(=O)c1ccc(NC(=O)COc2ccccc2CNC2CCCC2)cc1,-0.9%,-0.6%,2%,-1%,6%,-6%,9%,-2.2%,-11%
COc1ccc(C(=O)Nc2ccc(Cl)c(S(=O)(=O)Nc3ccccc3OC)c2)cc1,13%,-0.3%,4%,11%,-1%,1%,2%,-6.7%,-8%
Nc1ccc(N=Nc2ccccc2Cl)c(N)n1,-1.2%,-5.3%,-2%,-11%,12%,3%,10%,x,10%
O=C(COc1ccccc1-c1ccccc1)N/N=C/c1ccncc1,6.5%,0.4%,2%,-2%,4%,-4%,-5%,-1.4%,-12%
CCN(C(=O)COC(=O)c1c(C)c(-c2ccccc2)nc2ccccc12)C1CCS(=O)(=O)C1 (stereo not drawn),u,1.6%,13%,-11%,20%,-2%,3%,x,-12%
CC(=O)Nc1ccc(-c2csc(Nc3ccc(Cl)cn3)n2)cc1,2.6%,0.3%,-7%,12%,11%,-3%,11%,-19%,-1%
CC1CCCCN1S(=O)(=O)c1ccc(S(=O)(=O)N2CCCC2)cc1 (stereo not drawn),5.1%,-0.2%,5%,6%,3%,-3%,3%,x,2%
Cc1ccc(C)c(Cn2nnc3c(=O)[nH]c(C4CCN(S(=O)(=O)c5ccc(S(=O)(=O)N(C)C)cc5)CC4)nc32)c1,5.6%,9.4%,-4%,23%,3%,-8%,0%,x,-3%
Cc1sc(N)c(C#N)c1C,1.0%,25%,6%,7%,21%,-1%,u,-1.2%,2%
COc1ccc(C(CNC(=O)c2oc3cc(C)c(C)cc3c2C)N2CCCCC2)cc1 (stereo not drawn),u,0.7%,-3%,9%,9%,-4%,8%,x,5%
Oc1ccc(N=Nc2c(O)ccc3ccccc23)cc1,-0.1%,-1.2%,1%,-3%,23%,5%,u,-12%,8%
O=C(COC(=O)/C=C/C(=O)OCC(=O)NC12CC3CC(CC(C3)C1)C2)NC12CC3CC(CC(C3)C1)C2,1.8%,-0.5%,2%,-8%,5%,6%,8%,-13%,-8%
COc1cc(C(=O)Nc2ccc(S(=O)(=O)N(C)c3ccccc3)cc2)cc(OC)c1OC,4.5%,1.6%,-2%,8%,16%,5%,-2%,1.2%,-5%
Cc1ccc(C)c(C(C)NC(=O)c2ccc(Br)o2)c1 (stereo not drawn),1.1%,-1.4%,-2%,1%,23%,-6%,2%,1.4%,-8%
NS(=O)(=O)c1ccc(NC(=O)/C=C/c2ccccc2Cl)cc1,0.0%,1.9%,8%,0%,3%,0%,-2%,-7.5%,-1%
Cc1ccc(-c2cc(C(=O)Nc3nccs3)c3ccccc3n2)c(C)c1,6.2%,1.1%,-6%,-2%,4%,-2%,6%,-5.9%,-8%
COCCNC(=O)CS(=O)(=O)Cc1nc(-c2ccc(C)cc2)oc1C,0.1%,1.5%,2%,-9%,3%,-6%,5%,-10%,1%
Cc1cc(C)nc(N(C#N)Cc2cccc([N+](=O)[O-])c2)n1,3.1%,-1.0%,0%,0%,0%,-3%,12%,-2.5%,-7%
COc1ccccc1CNS(=O)(=O)c1c(C(=O)N2CCCCCC2)c(C)n(C)c1C,2.1%,-1.1%,2%,13%,13%,-8%,13%,x,-6%
O=C(N/N=C\c1c(O)ccc2ccccc12)c1cncc(Br)c1,0.7%,72%,-9%,23%,16%,-6%,8%,x,u
Cc1ccc(CNC(=O)C2CCCN(c3nc(C)cc(C)n3)C2)cc1 (stereo not drawn),-0.8%,-1.2%,4%,0%,3%,-4%,10%,-3.3%,-5%
Cc1ccc(C)c(NC(=O)c2sc(Cl)nc2-c2ccccc2)c1,1.4%,-2.7%,-1%,0%,5%,-8%,7%,-0.7%,-4%
COc1cc(/C=N/NC(=O)Cc2ccccc2)ccc1Oc1ccc([N+](=O)[O-])cc1[N+](=O)[O-],12%,-4.4%,-4%,-8%,26%,2%,9%,-7.8%,2%
Oc1ccccc1C1=NOC(O)(C(F)F)C1 (stereo not drawn),-0.5%,-0.4%,3%,29%,13%,-4%,7%,-2.5%,-2%
CC(=O)c1cccc(-n2c(CCC(=O)O)ccc2-c2ccccc2)c1,0.9%,5.1%,0%,26%,2%,-1%,0%,x,6%
O=C(COc1ccccc1)N(Cc1cc2ccccc2[nH]c1=O)CC1CCCO1 (stereo not drawn),1.4%,-2.6%,-5%,-8%,0%,-4%,6%,-3.8%,-4%
COc1ccc(C(=O)N2CCC(O)(c3ccc(F)cc3)CC2)cc1OC,1.0%,0.3%,-2%,4%,8%,-3%,4%,-1.8%,-10%
COc1ccc(-n2nc3c(N4CCC(C(=O)NCc5ccco5)CC4)nnc(C)c3c2C)cc1,x,0.3%,2%,10%,13%,2%,-7%,x,-4%
